MazEF act – activators of E. coli MazEF toxin-antitoxin RNase, primary screen, biochemical, fluorescence, uHTS; FAM/BHQ RNA-DNA oligo cleavage fluorescence, 5 h; activation, % at 20 µM; 0.32% of 350,000 active; AID 504720, 2011; in the data active means activation above about 50%
Target sequence (P0AE70 whole entry, looked up): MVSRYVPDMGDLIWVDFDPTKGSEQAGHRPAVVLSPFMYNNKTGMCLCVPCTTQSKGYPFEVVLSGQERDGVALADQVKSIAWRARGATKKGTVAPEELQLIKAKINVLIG
TcdB inh – TcdB glycohydrolase inhibitors, primary screen, biochemical, single point, plate reader. Toxin B (Clostridioides difficile), P18177. inhibition, % at 9.99 µM. 0.24% of 350,000 active. TcdB glycohydrolase enzymatic assay; in the data active means inhibition above about 10%
SARS 3CLpro inh – SARS-CoV 3CLpro protease inhibitors, primary screen, biochemical, quenched FRET | Replicase polyprotein 1ab (Severe acute respiratory syndrome coronavirus), P0C6X7 | recombinant SARS-CoV 3CLpro, quenched FRET peptide cleavage | inhibition, % at 6 µM | 0.14% of 290,000 active | AID 1706, 2009; in the data active means inhibition above about 12%
PriA SSB inh – inhibitors of Klebsiella pneumoniae PriA binding to SSB C-terminal tail, primary screen, biochemical, AlphaScreen | PriA–SSB C-terminal tail interaction (Klebsiella pneumoniae) | AlphaScreen SSBct-PriA binding, biotinylated peptide | inhibition, % at 33 µM | 0.6% of 430,000 active | AID 1272365, 2023; in the data active means inhibition mostly above about 37%, no sharp cut-off; inactive means mostly below about 20%;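 further: plate controls were negative control peptide for no effect and reference peptide for full effect; strong numbers were not always called active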
Rv3671c inh – Rv3671c serine protease inhibitors, primary screen, biochemical, fluorescence polarization, M. tuberculosis H37Rv | 0.048% of 320,000 active | P9WHR9 | AID 2606, 2010 | inhibition, % at 5.96 µM; in the data active means inhibition above about 38%;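 further: extracellular domain of Rv3671c used as enzyme; 0% = enzyme with DMSO and 100% = no enzyme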
Target sequence (P9WHR9 whole entry, looked up, the tested form may be a part): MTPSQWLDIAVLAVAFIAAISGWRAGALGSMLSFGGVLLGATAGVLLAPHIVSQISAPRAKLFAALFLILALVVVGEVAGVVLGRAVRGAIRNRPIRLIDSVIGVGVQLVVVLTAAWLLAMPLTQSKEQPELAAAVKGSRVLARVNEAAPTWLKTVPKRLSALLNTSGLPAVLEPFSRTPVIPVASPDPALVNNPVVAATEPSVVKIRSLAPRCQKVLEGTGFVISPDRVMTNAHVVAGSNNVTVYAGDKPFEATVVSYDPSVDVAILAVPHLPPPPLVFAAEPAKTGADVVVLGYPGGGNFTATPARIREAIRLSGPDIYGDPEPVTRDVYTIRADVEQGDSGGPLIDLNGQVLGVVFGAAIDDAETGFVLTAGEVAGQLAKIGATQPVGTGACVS
Anthrax LF inh2 – Bacillus anthracis LF protease inhibitors, primary screen, biochemical, multiplex microsphere, MLPCN library | Lethal factor (Bacillus anthracis), P15917 | 0.12% of 360,000 active | AID 588501, 2011 | inhibition, % at 10 µM | multiplex microsphere protease cleavage assay; in the data active means inhibition above about 30%; inconclusive means no clear call, values can overlap the other calls; further: plate controls were buffer without enzyme for full effect and enzyme alone for no effect
PfHsp40 yeast – rescue of yeast from PfHsp40 toxicity, primary screen, S. cerevisiae, ATP luminescence | S. cerevisiae expressing PfHsp40, growth rescue | growth rescue, % at 12.5 µM | 0.68% of 340,000 active; in the data active means growth rescue above about 28%, passing the limit was not always enough; inconclusive means no clear call, values can overlap the other calls;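 further: yeast W303a lacking pdr1 and pdr3 grown in galactose medium; growth measured after three days at 30 °C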
Y pestis TopoI – Yersinia pestis topoisomerase I inhibitors, primary screen, biochemical, cleavage product accumulation, plate reader, single point; AID 504884, 2011; Y. pestis Topo-I cleavage product accumulation; 0.064% of 360,000 active; activity, % at 10 µM; in the data active means activity above about 50%, passing the limit was not always enough; inconclusive means no clear call, values can overlap the other calls; further: inactives centre near 2
BH1578 lux ind – inducers of Vibrio cholerae quorum light production without autoinducers, primary screen, BH1578 luxS cqsA deficient, single point | activation, % at 18.7 µM | V. cholerae BH1578 lux reporter, luminescence, 6 h | 0.16% of 350,000 active; in the data active means activation mostly above about 9.7%, no sharp cut-off; inconclusive means no clear call, values can overlap the other calls; inactive means mostly below about 3.7%; further: not every result past the cut was called active; inactives centre near 0; reference of the scale not given here
DUSP3 inh – VHR1 phosphatase inhibitors, primary screen, biochemical, absorbance, uHTS. 0.52% of 290,000 active. Dual specificity protein phosphatase 3 (Homo sapiens), P51452. inhibition, % at 13.3 µM. recombinant VHR phosphatase, pNPP absorbance; in the data active means inhibition above about 50%; further: some compounds called inactive have numbers as strong as hits
Target sequence (P51452 whole entry, looked up): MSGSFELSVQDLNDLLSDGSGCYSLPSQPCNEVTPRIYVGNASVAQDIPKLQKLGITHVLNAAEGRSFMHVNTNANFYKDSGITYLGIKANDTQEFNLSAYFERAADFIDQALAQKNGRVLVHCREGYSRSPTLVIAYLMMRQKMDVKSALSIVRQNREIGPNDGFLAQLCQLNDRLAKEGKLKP
* marks the source's active call; other numbers are inactive results; i = inactive; ? = inconclusive; . = not tested or not shown; & = joins results of further samples. Only part of the results is shown; rates above refer to the full screens.

SMILES	MazEF act	TcdB inh	SARS 3CLpro inh	PriA SSB inh	Rv3671c inh	Anthrax LF inh2	PfHsp40 yeast	Y pestis TopoI	BH1578 lux ind	DUSP3 inh
Cc1c(NC(=O)c2cc(-c3ccc(Br)cc3)on2)c(=O)n(-c2ccccc2)n1C	-2.2	-0.2	4.1	-0.7	-4.8	-1.0	1.0	10.7	-0.1	20.4
CCC(=O)N1CCN(c2ccccc2NC(=O)Cc2ccccc2)CC1	-4.1	.	-4.3	4.3	9.8	8.4	-0.2	-0.3	-2.8	20.7
O=C(O)C1=C[C@H](c2ccc3c(c2)OCO3)C[C@H](OCc2ccc(CO)cc2)O1	-15.4	0.4&0.7	.	0.3	-7.1	-0.2	-0.3	-1.7	i	.
COc1ccc(N2CC(NS(=O)(=O)c3ccc4ccccc4c3)CC2=O)cc1OC (stereo unspecified)	-1.1	-1.0	.	10.9	3.4	.	-0.7	18.4	i	.
C/C(=N/NC(=O)Nc1ccccc1)c1ccc(C)cc1	-1.1	-0.5	7.4	.	6.6	-1.9	-1.5	-7.8	-0.3	1.0
CC(=O)c1c(C)[nH]c(C2=NNC(=NCc3ccccc3)SC2)c1C	10.9	0.5	-1.4	3.2	-3.8	-4.7	-0.9	0.2	-0.3	-0.1
CC(=O)Nc1ccc(NC(=O)C(C)N2CCN(S(=O)(=O)c3ccc(C)cc3)CC2)cc1 (stereo unspecified)	-16.1	0.4	2.4	3.4	6.7	-4.3	-0.2	-10.1	-0.2	20.4
CCN(CC(=O)Nc1ccc(NC(C)=O)cc1)C(=O)c1n[nH]c(=O)c2ccccc12	-7.8	0.6	-2.6	1.8	-1.4	1.3	0.7	-1.9	-0.3	37.1
CC(=O)N1CCc2c(sc3c2c(=O)n(-c2ccccc2)c(=O)n3Cc2ccccc2Cl)C1	3.8	0.7	-2.7	-8.3	-6.7	-0.7	-1.4	6.5	-0.3	-8.5
O=C1C=C(OCc2ccccc2)CN1	-5.5	.	0.5	-0.1	6.9	12.1	-0.9	-9.2	-2.1	18.8
O=C(CCC(=O)N1CCOc2ccc(Cl)cc21)NCc1ccccc1	2.7	1.8	-0.7	1.0	1.6	9.1	-0.4	14.8	i	5.5
N#C/C(=C\c1ccc(O)c([N+](=O)[O-])c1)C(=O)NCc1ccccc1	-5.0	-1.8	0.9	0.7	1.9	-4.9	-0.5	-8.3	i	11.9
CCOc1ncccc1C(=O)Nc1cc2c(cc1Br)OCCO2	-5.5	0.5	.	-8.5	-9.3	-2.3	-1.1	10.9	-0.5	.
CC(Nc1cc(=O)n(C)c(=O)n1C)c1ccccc1 (stereo unspecified)	4.1	.	2.2	-21.5	-3.7	4.4	-1.6	-0.4	i	17.7
CSc1ccc(CSCC(=O)N2CCN(S(=O)(=O)c3ccc(C)cc3C)CC2)cc1	-3.0	0.0	.	-1.2	-3.1	-0.9	1.1	36.4	0.0	.
CC(=O)Nc1ccccc1OCC(=O)NC1CCCCC1C (stereo unspecified)	3.2	-0.8	.	-11.6	-2.5	0.3	-1.0	-0.3	i	.
S=c1[nH]nc(Nc2ccccc2Cl)s1	4.2	0.9	3.8	-3.3	-2.0	-1.2	-0.4	5.3	-0.3	10.2
Cc1cc(C(=O)Nc2sccc2C#N)c2ccccc2n1	9.5	1.4	-6.2	-3.9	-0.4	-3.8	-0.9	0.0	-0.7	26.0
O=C(c1cccc([N+](=O)[O-])c1)N1CCN(c2ccc(N3CCOCC3)nn2)CC1	1.9	-0.8	.	-15.3	4.9	-5.5	1.7	-8.5	i	.
N#Cc1ccccc1S(=O)(=O)N1CCN(C(=O)CN2C(=O)NC3(CCCC3)C2=O)CC1	-3.4	-2.8	.	-4.0	-4.1	-0.9	-1.3	2.5	-0.7	.
CC(=O)NC12CC3CC(C1)CC(C(=O)N(C)Cc1cccc(Cl)c1Cl)(C3)C2	0.9	-2.8	3.1	4.2	.	-10.3	-0.7	20.9	-0.4	17.9
O=C(CCSCc1ccccc1Cl)N1CCN(c2ccccn2)CC1	-2.0	.	2.7	-6.9	2.7	1.2	0.7	21.7	-0.4	9.9
Cc1ccc(C2=NNC(c3cccc(F)c3)S2)cc1 (stereo unspecified)	2.5	.	2.7	6.3	2.1	-1.4	-0.3	-1.5	-0.4	-14.0
CN(CC(=O)Nc1ccc(Cl)c(C(F)(F)F)c1)C(=O)c1ccccc1SCC(=O)N1CCCC1	9.0	1.5	.	-2.2	.	-3.6	2.1	8.8	0.9	.
Cc1cccc(-c2nc(CS(=O)CC(=O)NC(C)CCc3ccccc3)c(C)o2)c1 (stereo unspecified)	-3.0	0.1	3.1	0.3	2.8	0.1	-1.7	26.2	-2.0	7.4
CCCC(C)NC(=O)c1c2c(nc3ccccc13)CCC2 (stereo unspecified)	16.3	5.7	-4.2	-0.2	8.5	-1.3	0.8	-0.9	-0.3	7.8
COC(=O)C1CC(O)CN1C(=O)c1ccco1 (stereo unspecified)	4.1	.	-2.4	-26.2	-5.2	?	9.5	5.5	-0.5	-14.5
COc1ccccc1CNc1nc(NCc2ccccc2OC)c2sccc2n1	.	1.2	.	.	.	-0.3	.	-4.0	-0.9	.
O=C(CN1CCN(c2ccccc2)CC1)Nc1ccc2c(c1)OCCO2	3.6	-2.9	4.1	-7.5	-0.3	2.8	-2.8	16.1	i	16.9
CCOC(=O)c1ccc(NC(=O)c2c(O)[nH]c(=O)[nH]c2=O)cc1	-1.3	.	-58.6	-3.6	1.7	-5.0	-0.8	1.2	-0.3	-17.2
CC(NC(=O)CCNS(=O)(=O)c1cccc2nsnc12)c1ccccc1 (stereo unspecified)	5.3	-1.6	-0.2	-1.2	1.2	5.5	0.0	1.2	-0.2	15.3
CN(Cc1ccccc1)C(=O)CSc1nc2cc(C(=O)N3CCC(C(N)=O)CC3)ccc2c(=O)n1-c1ccccc1	8.7	.	1.5	-6.5	2.9	.	.	.	.	3.7
CN(c1ccccc1)S(=O)(=O)c1ccc(Cl)c(C(=O)OCC(=O)N2CCOCC2)c1	16.0	0.9	1.8	13.7	-12.6	-7.5	0.3	-4.2	-0.2	28.4
Cc1cc(-c2ccc(S(=O)(=O)N3CCN(c4ccccc4F)CC3)s2)on1	1.9	-0.2	-0.3	2.0	-3.6	6.8	-0.3	15.3	-0.2	0.4
COc1ccc(OC)c2c1sc(=NC(=O)C(C)C)n2C	0.7	-1.0	1.6	0.4	-4.1	-6.8	-1.6	-9.9	-0.1	12.4
CCN(CC)CCC(O)(c1ccc2c(c1)OCO2)c1cc(OC)c(OC)c(OC)c1 (stereo unspecified)	6.8	0.7	.	3.4	.	1.2	0.3	0.2	0.8	.
CC1(C)CC(=O)C(C(c2ccncc2)C2C(=O)CC(C)(C)CC2=O)C(=O)C1	6.0	.	-5.2	-22.0	6.0	-1.5	-1.8	-7.7	-1.2	13.8
O=C(O)c1ccccc1Nc1cc(Cl)c2nonc2c1[N+](=O)[O-]	2.4	-0.2	2.7	6.3	2.3	-9.7	0.1	-0.7	2.2	8.5
Cc1noc(C)c1Cc1ccc(O)cc1	-1.2	.	-2.1	3.6	7.1	6.2	0.4	2.7	i	23.5
Cc1ccccc1-c1noc(C23CC4CC(CC(C4)C2)C3)n1	-8.1	.	1.2	-55.9	-4.0	-5.7	0.5	22.5	-12.5	30.5
O=C(/C=C/c1cccc([N+](=O)[O-])c1)Nc1cc(C(=O)O)cc(C(=O)O)c1	12.3	1.2	3.9	-11.9	3.2	13.7	0.7	-1.8	1.8	-25.7
CCCCCCN1C[C@@H](O)[C@H](n2cc(-c3ccc(F)cc3)nn2)C[C@@H]1c1ccc(C)cc1	3.9	0.9	.	.	.	-1.7	.	25.2	-0.5	.
COc1ccc(CCn2nnnc2C(CC(C)C)N2CCN(c3ncccn3)CC2)cc1OC (stereo unspecified)	5.6	.	-2.0	-3.4	-2.1	1.7	0.2	-5.3	6.2	19.4
O=C(Oc1ccccc1)N1CCN(C(=O)c2ccco2)CC1	4.8	-1.2	7.0	6.4	.	5.1	-1.0	-1.0	-0.1	-10.0
Cc1cccc(NC(=O)CSCC(=O)Nc2ccc(S(=O)(=O)N3CCCCC3)cc2)c1	7.2	0.8	.	1.1	.	-3.0	0.6	26.3	i	.
COc1cc(C(=O)OCC(=O)N2CCC(Cc3ccccc3)CC2)cc(OC)c1OC	1.1	-1.2	.	-14.3	0.4	0.1	0.3	25.8	i	.
O=c1[nH]c2ccc(S(=O)(=O)N3CCCCC3)cc2[nH]c1=O	3.4	.	-3.8	-0.4	-1.4	-11.9	-1.2	2.9	-1.6	17.8
O=C(O)COc1ccc(S(=O)(=O)NCCc2ccccc2)cc1	2.7	2.1	-3.8	2.4	-5.3	-0.2	-0.5	0.7	-0.3	-14.6
CO/N=C/CC(=O)c1cnc(-c2ccc(Cl)cc2)s1	-0.5	-0.5	6.0	.	-9.2	-0.3	-0.9	9.4	-0.4	8.6
CCN(CC)C(=O)C1=C(C)N(CCCN2CCCC2=O)C(=O)C(CC(=O)NCc2ccco2)C1 (stereo unspecified)	6.4	2.1	.	.	.	1.3	.	-7.7	-1.1	.
CCC1CO/C(=C(\C(Cl)=C(Cl)Cl)[N+](=O)[O-])N1Cc1ccc(Cl)nc1 (stereo unspecified)	-2.3	0.1	-5.4	-0.9	7.3	13.0	-1.4	4.8	i	10.0
Fc1ccccc1N1CCN(Cc2c(F)cccc2F)CC1	-0.6	.	1.6	-19.1	3.3	-1.7	-0.3	7.0	-2.9	6.3
CSCCC(NC(=O)c1ccccc1Cl)C(=O)NCC1COc2ccccc2O1 (stereo unspecified)	3.8	1.9	.	-0.5	.	-4.0	-0.5	-3.1	-0.9	.
N=C1/C(=C/c2ccc(OCc3ccccc3F)cc2)C(=O)N=C2SC(CC(=O)N3CCOCC3)=NN12	3.4	-0.6	2.9	-3.0	-13.7	-1.5	-0.4	2.6	-2.0	25.2
O=c1[nH]oc(O)c1-c1ncc(C(F)(F)F)cc1Cl	-3.7	0.4	0.3	5.2	-4.8	0.2	-0.8	-0.7	-0.1	22.3
Cc1ccc(-n2c(O)c(C=N)c(=O)n(-c3ccc(C)cc3)c2=O)cc1	4.2	0.8	-3.3	30.5	1.9	2.1	0.9	-1.0	i	8.8
CCn1c2ccc(C)cc2c2nnc(SCCN3CCOCC3)nc21	10.7	0.9	-5.2	0.4	-2.2	-5.6	-0.2	9.7	-3.6	29.6
COC(=O)CSc1nc2c(c(C3CC=CCC3)c1C#N)CCC2 (stereo unspecified)	-2.5	.	-1.9	-7.0	5.4	-3.3	-0.7	-2.5	i	24.7

Assay outcomes: PubChem BioAssay, several laboratories
